Screens from PubChem BioAssay.
Efflux pump mplx = antifungal efflux pump inhibition, Nile Red retention; S. cerevisiae Candida pump triplex; inhibition, % at 10 µM; 0.44% of 330,000 active; AID 485275;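 active means plate passing quality check with inhibition over a set limit, or well fluorescence over plate mean plus 4 SD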;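 further: Nile Red retained in pooled yeast measured as flow cytometry median fluorescence; 0% = buffer negative control and 100% = Enniatin B positive control; higher means more Nile Red kept so more efflux inhibition; some compounds called inactive have numbers as strong as hits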
AGP1-GFP MLPCN = modulators of TOR pathway AGP1-GFP in S. cerevisiae; S. cerevisiae AGP1-GFP multiplex flow cytometry, 3 h; GFP as percent of DMSO wells; 0.02% of 320,000 active; GFP response vs DMSO, % at 10 µM; AID 2066;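 active means GFP response relative to DMSO above a set limit, near screen average plus 3 SD, cut at about 150% in these data; inconclusive means fewer than 70 cells counted for the yeast strain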;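 further: median GFP channel fluorescence of the gated AGP1 strain per well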
CIT2 TOR yeast = alters CIT2-GFP fluorescence in TOR pathway yeast screen; S. cerevisiae CIT2-GFP strain, flow cytometry, 3 h; 100 means same as DMSO wells; GFP response vs DMSO, % at 10 µM; 0.065% of 320,000 active; AID 2029;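 active means GFP response relative to DMSO above a set limit, near the screen mean plus 3 SD, cut at about 150% in these data; inconclusive means Fewer than 70 cells measured for a yeast strain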;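 further: ratio of well median GFP fluorescence to mean of DMSO wells on the plate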
LAP4 TOR yeast = alters LAP4-GFP fluorescence in TOR pathway yeast screen | S. cerevisiae LAP4-GFP multiplex, flow cytometry GFP, 3 h; median GFP as percent of DMSO wells | GFP response vs DMSO, % at 10 µM | 0.34% of 320,000 active | AID 2023;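 active means GFP response vs DMSO above a set limit, about the screen mean plus 3 SD, cut at about 150% in these data; inconclusive means under 70 cell events counted for the yeast strain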
CR mimetic SO = lowers age-related superoxide in aged yeast cells; S. cerevisiae aged cells, superoxide DHE fluorescence; hits give low values; superoxide response (% of plate mean), % at 10 µM; 0.18% of 330,000 active; AID 2690;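 active means superoxide response under a set limit, about three screen SD below normal, cut at about 65% in these data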;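 further: yeast aged for seven days with compound at 30 °C before DHE staining; 100% = average MFI of all compound-treated wells on the plate with controls excluded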
RPL19A-GFP yeast = alters RPL19A-GFP fluorescence in TOR pathway yeast screen | S. cerevisiae RPL19A-GFP strain, flow cytometry, 3 h; hits give low values | AID 2025 | percent response vs DMSO, % at 10 µM | 0.3% of 330,000 active;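 active means percent response vs DMSO below 50%; inconclusive means fewer than 70 events counted for the yeast strain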;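 further: median channel GFP fluorescence of the barcoded RPL19A-GFP strain; ratio of sample median GFP to plate DMSO average so 100% = DMSO; lower means less RPL19A-GFP as with rapamycin TOR inhibition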
AHR act = human AHR activation. AHR-responsive luciferase reporter cells, luminescence. activation, % at 5 µM. 2.5% of 320,000 active; in the data active means activation above about 47%;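 further: 0% = vehicle wells and 100% = reference agonist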
Target sequence (P35869 whole entry, looked up): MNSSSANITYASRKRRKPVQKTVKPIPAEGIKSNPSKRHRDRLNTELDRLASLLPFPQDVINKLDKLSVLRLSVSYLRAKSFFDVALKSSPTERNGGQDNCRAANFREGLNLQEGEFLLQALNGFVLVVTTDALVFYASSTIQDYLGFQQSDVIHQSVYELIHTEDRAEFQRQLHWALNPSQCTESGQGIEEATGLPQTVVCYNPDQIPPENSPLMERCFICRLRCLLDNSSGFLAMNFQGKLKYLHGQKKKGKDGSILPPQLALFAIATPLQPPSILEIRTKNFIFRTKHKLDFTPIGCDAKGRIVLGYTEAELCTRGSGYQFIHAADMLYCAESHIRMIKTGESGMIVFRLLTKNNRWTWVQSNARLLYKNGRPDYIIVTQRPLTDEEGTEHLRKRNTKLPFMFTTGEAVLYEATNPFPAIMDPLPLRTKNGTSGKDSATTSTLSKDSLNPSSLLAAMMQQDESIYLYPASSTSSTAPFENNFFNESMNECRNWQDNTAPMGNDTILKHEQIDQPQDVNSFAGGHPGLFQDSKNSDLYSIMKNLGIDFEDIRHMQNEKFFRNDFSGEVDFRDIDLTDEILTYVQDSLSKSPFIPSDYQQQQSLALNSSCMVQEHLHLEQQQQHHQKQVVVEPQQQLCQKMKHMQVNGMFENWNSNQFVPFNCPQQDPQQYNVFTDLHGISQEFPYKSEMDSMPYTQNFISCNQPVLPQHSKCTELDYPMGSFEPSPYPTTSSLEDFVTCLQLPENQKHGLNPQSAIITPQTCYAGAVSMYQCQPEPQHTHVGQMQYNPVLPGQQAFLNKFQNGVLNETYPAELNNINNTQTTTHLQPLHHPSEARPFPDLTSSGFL
MEP2-GFP yeast = yeast TOR pathway MEP2-GFP modulation; 0.51% of 330,000 active; AID 2016; S. cerevisiae MEP2-GFP strain, flow cytometry GFP, 3 h; 100% = DMSO control level; GFP response vs DMSO, % at 10 µM;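 active means GFP response versus DMSO above a set limit, roughly screen mean plus 3 SD, cut at about 180% in these data; inconclusive means fewer than 70 cells counted for a yeast strain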;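 further: median GFP fluorescence of the barcode-gated MEP2-GFP cells per well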
* marks the source's active call; other numbers are inactive results; ? = inconclusive; . = not tested or not shown; [ ] = remark or other dose.

SMILES	Efflux pump mplx	AGP1-GFP MLPCN	CIT2 TOR yeast	LAP4 TOR yeast	CR mimetic SO	RPL19A-GFP yeast	AHR act	MEP2-GFP yeast
CC1CCN(C(=O)CCNC(=O)Cn2cnc3sc4c(c3c2=O)CCCC4)CC1	0.2	102.1	93.6	100.2	94.3	98.9	15.4	100.3
CN1CCN(c2ccc(CNC(=O)c3ccco3)cc2)CC1	0.3	100.4	86.1	102.6	106.8	93.1	1.4	94.6
O=C(c1nnc(-c2ccncc2)o1)c1ccccc1Cl	0.1	101.4	101.2	98.3	108.3	99.3	2.2	102.1
CCOC(=O)c1c(-c2ccc(C)cc2)csc1NC(=O)C1CCCO1 (stereo not drawn)	-0.3	104.9	88.0	102.0	92.5	101.2	16.1	100.5
COc1ccc(NC(=O)CN2C(=O)NC3(CCCCCC3)C2=O)cc1Cl	-0.2	101.1	103.6	96.0	83.5	96.8	0.3	96.1
CCN(Cc1ccccc1)C(=O)c1ccc(Cl)cc1[N+](=O)[O-]	0.0	92.7	88.6	114.0	94.0	94.0	0.0	87.8
O=C(O)C1CCC(=O)N1Cc1ccc(F)cc1 (stereo not drawn)	0.2	97.2	90.8	95.1	104.7	98.2	-0.8	99.5
COc1ccccc1NC(=S)NC1CCC(CC2CCC(NC(=S)Nc3ccccc3OC)CC2)CC1 (stereo not drawn)	-0.1	97.1	99.2	89.6	103.3	103.8	4.8	103.8
CS(=O)(=O)N1CCC(C(=O)Nc2cccc(Cl)c2)CC1	0.0	104.7	98.5	101.3	98.8	98.4	12.2	98.0
Cc1ccc(OCC(=O)Nc2cc(-c3nn4c(C)nnc4s3)ccc2C)cc1	-0.4	118.1	115.7	121.2	104.0	106.9	20.6	121.0
CC1CN(S(=O)(=O)c2ccc(Cl)c(C(F)(F)F)c2)CC(C)O1 (stereo not drawn)	-8.0	118.7	115.7	107.1	92.9	107.4	1.7	111.4
Cc1ccc(/C=C/C2=NN(C)C(=O)CC2)cc1	0.1	85.9	.	86.9	84.9	87.4	-4.5	88.1
CS(=O)(=O)N(Cc1ccccc1)c1ccccn1	-0.1	102.7	100.1	103.4	79.2	103.1	-0.6	105.4
COc1ccc2oc(C(=O)OCC(=O)NCCN3C(=O)CSC3=O)c(C)c2c1	-0.2	100.4	97.7	97.0	111.5	101.3	-0.2	98.2
COc1cccc(C2c3[nH]c4ccccc4c3C[C@H]3C(=O)N(C4CCN(Cc5ccccc5)CC4)CC(=O)N23)c1 (stereo partly drawn)	0.1	98.7	104.0	104.8	103.2	104.5	7.2	97.2
CCOc1ccccc1-c1nc(-c2ccc(C)nc2OC)no1	-0.1	101.1	107.3	96.4	93.6	100.7	7.1	105.0
Cc1ccc(NC(=O)Nc2cccnc2)cc1	0.3	99.4	103.0	100.2	89.5	104.7	83.7*	110.3
O=c1c2[nH]cnc2n(-c2cccc(Br)c2)c(=O)n1Cc1ccccc1	0.0	97.2	97.4	96.3	93.2	100.4	1.9	104.2
CCOC(=O)N1CCN(C(=O)c2ccccc2N(Cc2ccccc2)S(=O)(=O)c2ccc(OC)cc2)CC1	0.7	90.0	76.2	87.7	96.2	96.4	3.2	100.1
Cc1csc2ncnc(NC3CCN(Cc4ccccc4)CC3)c12	-0.1	93.4	97.7	96.6	89.4	98.5	-4.7	107.0
CCOC(=O)c1cc2cc(-c3c(C(=O)OCC)oc4cc(O)cc(O)c4c3=O)ccc2o1	0.1	95.9	92.6	96.7	119.2	96.2	-0.7	94.4
CC(C)(C)C1=Nn2c(nnc2C2CCCCC2)SC1	0.1	101.0	98.8	103.8	91.9	99.0	-2.9	104.1
COc1ccc(NC(=O)C2CSC3c4ccccc4C(=O)N23)cc1 (stereo not drawn)	0.3	95.6	95.4	100.8	123.4	99.7	0.4	97.1
CCN(CC(=O)Nc1c(F)cccc1F)C(=O)c1ccc(=O)[nH]c1	-0.3	98.3	94.9	86.4	105.2	108.6	.	101.4
O=C1CC2(CCN(C(=O)c3cccc([N+](=O)[O-])c3)CC2)Oc2ccccc21	0.0	110.5	105.2	103.0	103.3	104.7	0.8	102.3
CCc1cccc(NC(=O)COC(=O)C2CCN(c3ccc(C(F)(F)F)cn3)CC2)c1	0.1	111.3	89.3	123.0	101.9	102.6	2.2	100.5
CCN(CC)c1nc2ccccc2nc1C(C#N)C(=O)NCCc1ccccc1 (stereo not drawn)	0.0	92.4	98.9	104.7	100.8	97.2	4.6	111.3
O=c1[nH]c(SCc2ccccc2)nc2c1sc1ccccc12	0.0	88.2	89.1	85.2	104.5	88.8	6.0	93.0
COc1ccccc1NC(=S)NCC1CCCCC1	0.1	97.9	94.8	93.4	113.6	103.1	-2.5	99.4
O=C(O)CSc1nc2sc3c(c2c(=O)n1Cc1ccccc1)CCCCC3	-0.2	98.5	94.7	99.6	96.0	101.3	-0.9	98.5
COc1ccc(-c2nc3ccccc3nc2-c2ccc(OC)cc2)cc1	0.0	100.0	99.0	98.6	100.2	96.1	1.6	100.6
NC(=O)CC(NC(=O)c1cccc(Br)c1)c1ccc(N2CCN(c3ccccn3)CC2)c([N+](=O)[O-])c1 (stereo not drawn)	-0.1	88.2	82.0	101.6	95.7	99.0	-1.9	93.7
Cn1c(N)c(C(=O)COC(=O)CCC(=O)c2ccc(F)cc2)c(=O)n(C)c1=O	0.1	94.9	92.4	94.9	106.8	90.8	1.7	95.4
COCCNC(=O)COC(=O)/C=C/c1cnc2ccccc2n1	0.1	.	100.7	102.0	99.8	102.7	4.8	104.2
COc1cccc(NC(=O)CN2CCN(c3nc(-c4cccc(OC)c4)cs3)CC2)c1	-0.2	104.1	104.9	101.2	105.0	106.6	3.1	102.3
O=C(CCCn1c(=S)[nH]c2ccc(Br)cc2c1=O)NCc1ccccn1	0.1	103.0	95.6	98.9	104.3	97.1	6.0	96.0
COCCCNC(=O)Cn1cc(/C=C(\C#N)C(=O)NC2CC2)c2ccccc21	0.1	105.8	102.2	100.0	98.0	100.7	-0.1	100.4
COc1ccc(-c2cc(C(=O)Nc3ccc(C)c(N)c3)c3ccccc3n2)cc1	0.5*	100.1	102.9	111.9	113.9	104.3	24.4	101.6
COc1ccc(CC(=O)NNC(=O)CCc2ccccc2)cc1OC	0.0	104.5	105.6	98.0	118.9	112.1	-0.5	106.0
COC(=O)c1sccc1NC(=O)Nc1ccc(C)cc1C	0.0	87.8	96.3	90.2	95.4	102.2	4.3	99.5
CC(=O)[C@@H]1[C@@H](C(=O)c2ccc(F)cc2)[C@]2(C(=O)Nc3ccccc32)[C@H]2C=Cc3cc(F)ccc3N12	0.1	104.8	98.4	104.4	94.3	98.4	11.6	100.5
CC1CN(C(=O)Nc2ccc(Br)cc2Cl)CC(C)O1 (stereo not drawn)	0.0	102.6	102.9	96.8	114.8	99.0	3.7	101.6
Nc1nc(NCCOCCO)nc(NCc2ccccc2)c1[N+](=O)[O-]	0.7	92.3	97.4	94.2	107.4	102.6	.	110.2
Cc1cc(C)c(NC(=O)NC2CCCCC2)c(C)c1	-0.2	109.5	105.0	105.2	101.1	104.5	0.3	101.4
O=C(NCCCc1ccccc1)C1CCC(=O)N(Cc2ccc(Cl)cc2)C1 (stereo not drawn)	-0.1	90.2	99.0	76.3	102.3	104.2	1.1	94.0

Entries of single compounds as entered above. Screens in order: Efflux pump mplx	AGP1-GFP MLPCN	CIT2 TOR yeast	LAP4 TOR yeast	CR mimetic SO	RPL19A-GFP yeast	AHR act	MEP2-GFP yeast
O=C(CCCn1c(=S)[nH]c2ccc(Br)cc2c1=O)NCc1ccccn1 in the list: 0.1	103.0	95.6	98.9	104.3	97.1	6.0	96.0
COc1ccc(-c2cc(C(=O)Nc3ccc(C)c(N)c3)c3ccccc3n2)cc1 in the list: 0.5*	100.1	102.9	111.9	113.9	104.3	24.4	101.6

New compounds follow:
SMILES	Efflux pump mplx	AGP1-GFP MLPCN	CIT2 TOR yeast	LAP4 TOR yeast	CR mimetic SO	RPL19A-GFP yeast	AHR act	MEP2-GFP yeast
CCCn1nnnc1SCC(=O)Nc1nnc(CC)s1	-0.1	97.7	101.2	97.5	126.0	97.6	15.9	96.6
Cc1cc2cc(CNC(=O)C3CC3)ccc2n1C	-0.1	99.3	103.9	108.2	88.4	98.2	-0.5	105.9
CCN(CC(=O)Nc1c(F)cccc1F)C(=O)C1CC1C (stereo not drawn)	0.1	100.6	97.3	104.1	100.9	98.7	-1.1	96.0
COc1ccc(C(=O)N2CCN(S(=O)(=O)c3ccc(Cl)cc3)CC2)cc1OC	-0.1	107.6	101.5	103.1	106.6	101.6	0.2	103.1
COC(=O)c1ccc(CSc2nnc(CNC(=O)c3ccc(OC)cc3)o2)o1	-0.2	101.7	103.0	98.7	108.8	99.2	1.6	97.2
NS(=O)(=O)c1ccc(NC(=S)NC2CCCCC2)cc1	0.1	99.8	96.4	104.0	96.4	97.8	2.6	91.0
COc1ccc(CCNC(=O)CCCn2c(SCC#N)nc3ccccc3c2=O)cc1OC	-0.1	101.3[may fluoresce red and violet]	?	97.7[may fluoresce red and violet]	100.7	?	0.2	101.0[may fluoresce red and violet]
COCCCN1C(=O)c2ccc(C(=O)NCCc3ccccc3)cc2C1=O	0.4	97.8	100.5	99.0	97.2	105.5	8.6	94.3
Cc1ccc(OC(=O)c2ccc(Cl)c([N+](=O)[O-])c2)cn1	0.0	90.1	95.1	119.5	91.3	103.2	2.9	111.2
C=CCNC(=O)COC(=O)C1CCN(S(=O)(=O)c2ccc3c(c2)OCCO3)CC1	0.1	98.1	97.6	98.8	73.0	100.3	3.7	98.3
COCCNC(=O)CN1C(=O)NC2(CCCCCC2)C1=O	-0.1	96.0	96.8	93.6	111.7	95.5	-0.3	95.0
COc1cc(C(=O)Nc2ccccc2C2COC(=O)C2=N)cc(OC)c1OC (stereo not drawn)	-0.1	110.8	118.1	95.2	112.2	114.4	4.3	110.0
CC(C)CC(=O)Nc1nnc(CSCc2ccc(F)cc2)s1	0.0	97.5	101.5	97.3	107.7	97.9	1.6	96.6
CCOC(=O)CC(=O)CSc1nc2c(sc(=S)n2-c2ccc(OCC)cc2)c(=O)[nH]1	0.0	99.5	101.5	101.7	106.7	107.2	-0.4	107.6
COc1ccc(/C=C/C(=O)O)cc1S(=O)(=O)N1CCc2ccccc2C1	-0.1	98.8	93.2	98.2	107.4	93.3	3.9	99.7
Cc1cccc2nc(Cn3c(=O)n(CCCC(=O)NCc4ccco4)c(=O)c4ccccc43)cc(=O)n12	-0.3	104.6	110.2	99.1	119.0	104.3	4.3	112.6
COc1cc(Cl)c(NC2=CC(=O)C(=O)c3ccccc32)c(OC)c1	0.0	100.6	97.8	101.3	166.3	96.1	28.9	98.5
COc1cccc(NC(=O)Nc2nccc(C)n2)c1	-0.1	96.6	99.2	104.2	104.2	100.1	-7.3	99.2

Three entries from above, set out differently:
compound: CC(=O)[C@@H]1[C@@H](C(=O)c2ccc(F)cc2)[C@]2(C(=O)Nc3ccccc32)[C@H]2C=Cc3cc(F)ccc3N12
  Efflux pump mplx = 0.1; AGP1-GFP MLPCN = 104.8; CIT2 TOR yeast = 98.4; LAP4 TOR yeast = 104.4; CR mimetic SO = 94.3; RPL19A-GFP yeast = 98.4; AHR act = 11.6; MEP2-GFP yeast = 100.5

compound: CC1CN(C(=O)Nc2ccc(Br)cc2Cl)CC(C)O1 (stereo not drawn)
  Efflux pump mplx = 0.0; AGP1-GFP MLPCN = 102.6; CIT2 TOR yeast = 102.9; LAP4 TOR yeast = 96.8; CR mimetic SO = 114.8; RPL19A-GFP yeast = 99.0; AHR act = 3.7; MEP2-GFP yeast = 101.6

compound: Nc1nc(NCCOCCO)nc(NCc2ccccc2)c1[N+](=O)[O-]
  Efflux pump mplx = 0.7; AGP1-GFP MLPCN = 92.3; CIT2 TOR yeast = 97.4; LAP4 TOR yeast = 94.2; CR mimetic SO = 107.4; RPL19A-GFP yeast = 102.6; AHR act = .; MEP2-GFP yeast = 110.2
